Screening data as filed in PubChem.
FLuc inh counter: inhibits firefly luciferase, flagging false hits in luciferase inhibition screens; inhibition, % at 10 µM; ATPLite firefly luciferase biochemical luminescence, 10 min; 200,000 tested, 1.5% active; P08659; AID 1006;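 active = inhibition above about 50% when tested at 10 µM, limit read from the data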
bIAP activator: increases bovine intestinal alkaline phosphatase activity. purified bovine IAP, CDP-star luminescence, 30 min; active compounds read high; fold of DMSO-control signal, blank-subtracted. activation factor at 20 µM. 200,000 tested, 0.17% active. AID 1016;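 active = activation factor of 2 or more at 20 µM, a signal rise over negative controls twice the positive control's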
FLuc stim CS: firefly luciferase counter-screen for stimulation assays; P08659; ATPlite luciferase biochemical, luminescence, 10 min; 0 = ATP-free wells, 1 = DMSO control; activation factor at 10 µM; 200,000 tested, under 10 active; AID 1027;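 active = luciferase activation factor, scaled between plate controls, of at least 2 with compound at 10 µM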
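System: Luciferase/luciferin detection reagent, cell-free biochemical luciferase assay | Medium: PBS buffer for ATP | Dosing: Test compounds dosed from 2 mM stocks in 100% DMSO | Timing: 10 min at ambient temperature | Signal: Luminescence measurement of luciferase light output | Evaluation: Luciferase activation, seen as luminescence increase over controls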
PMI act: phosphomannose isomerase (human) activation; P34949; purified human PMI, coupled resazurin fluorescence, 20 min; active compounds read high; 1 = vehicle control, 0 substrate-free wells; activation factor at 20 µM; 190,000 tested, 0.005% active; AID 1214;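 active = activation factor of 2 or more at 20 µM, relative to plate controls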
Target sequence (P34949 whole entry, looked up): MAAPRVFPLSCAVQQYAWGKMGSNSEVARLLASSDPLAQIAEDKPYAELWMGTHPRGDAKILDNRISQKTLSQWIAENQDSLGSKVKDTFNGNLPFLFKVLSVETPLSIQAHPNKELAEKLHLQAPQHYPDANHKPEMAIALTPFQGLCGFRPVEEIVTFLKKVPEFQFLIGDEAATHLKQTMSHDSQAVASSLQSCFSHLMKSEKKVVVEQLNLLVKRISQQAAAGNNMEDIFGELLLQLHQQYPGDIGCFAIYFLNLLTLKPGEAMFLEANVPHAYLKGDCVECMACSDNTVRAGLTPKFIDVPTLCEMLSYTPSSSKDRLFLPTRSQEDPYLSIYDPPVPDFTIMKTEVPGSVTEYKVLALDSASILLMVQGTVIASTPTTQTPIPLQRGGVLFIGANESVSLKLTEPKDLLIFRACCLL
APP 5'UTR act: activates APP 5'UTR luciferase reporter; SH-SY5Y APP 5'UTR luciferase reporter, luminescence; zero percent = DMSO vehicle wells; activation, % at 2 µM; 190,000 tested, 1% active; AID 1276;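 active = activation above a set limit, based on mean plus 3 SD of controls, cut at about 140% in these data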; also: values of inactives mirror those of a sister screen read the other way
TNAP act hi DEA: activators of human TNAP at high phosphate acceptor concentration; P05186; purified TNAP, CDP-star luminescence, 1 M DEA, 30 min; active compounds read high; 0 = EDTA background, 1 = DMSO-only activity; activation factor at 20 µM; 200,000 tested, under 10 active;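 active = activation factor at least 2 at 20 µM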
Target sequence (P05186 whole entry, looked up): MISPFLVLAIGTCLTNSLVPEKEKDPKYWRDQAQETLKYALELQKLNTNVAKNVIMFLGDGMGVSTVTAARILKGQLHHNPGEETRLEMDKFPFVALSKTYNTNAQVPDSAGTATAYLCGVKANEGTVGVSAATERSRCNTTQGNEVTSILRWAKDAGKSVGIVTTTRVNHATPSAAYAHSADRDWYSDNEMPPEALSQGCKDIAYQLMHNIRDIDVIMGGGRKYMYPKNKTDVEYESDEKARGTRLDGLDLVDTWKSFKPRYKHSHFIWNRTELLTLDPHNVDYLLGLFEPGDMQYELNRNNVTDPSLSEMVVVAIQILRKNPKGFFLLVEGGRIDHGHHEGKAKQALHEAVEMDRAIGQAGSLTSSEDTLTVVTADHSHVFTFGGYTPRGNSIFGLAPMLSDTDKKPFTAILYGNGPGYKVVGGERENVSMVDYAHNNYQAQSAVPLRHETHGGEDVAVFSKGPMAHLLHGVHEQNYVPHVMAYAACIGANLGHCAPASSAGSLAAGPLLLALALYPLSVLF
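Test system – human TNAP · Doses – 20 µM single point · Incubation – 30 min, room temperature · Signal – luminescent substrate turnover signal · Read-out basis – activation factor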
NF-kB neuron act: NF-kB expression increase, human neuronal cells; NF-kB reporter expression; active compounds read high; fold change at 12.5 µM; 190,000 tested, 1.6% active; AID 1239; in the data active = fold change above about 3.3
TNAP inh no acc: blocks human TNAP activity with no phosphate acceptor present | AID 1012 | inhibition, % at 20 µM | 200,000 tested, 0.26% active | P05186 | purified TNAP, CDP-star luminescence, 30 min;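 active = tissue-nonspecific alkaline phosphatase inhibition above about 50% at 20 µM in the single-dose screen, limit read from the data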;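 also: 0% = DMSO negative control and 100% = EDTA positive control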
PMI act satM6P: PMI (human) activation, high substrate | P34949 | coupled PMI enzyme assay, resazurin fluorescence, 20 min; active compounds read high; 1 = untreated enzyme, 0 = substrate-free blank | activation factor at 20 µM | 190,000 tested, 0.34% active;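 active = activation factor of 2 or more at 20 µM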
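Test system: human phosphomannose isomerase with PGI, G6PDH, diaphorase coupling enzymes; amount: 15 ng/mL PMI; incubation: enzyme reaction with compound 20 min at room temperature; technique: resorufin fluorescence (Ex 544/Em 590 nm) from resazurin via diaphorase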
TNAP inh hi DEA: TNAP (human) inhibition, high acceptor. inhibition, % at 20 µM. P05186. purified TNAP, CDP-star luminescence, 1 M DEA. 200,000 tested, 0.03% active. AID 1135;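 active = over 50% inhibition of tissue-nonspecific alkaline phosphatase at 20 µM in the single-dose screen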;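 also: plate controls were DMSO wells for no effect and EDTA-quenched wells as full inhibition for full effect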
Starred values were filed as active, the others as inactive; x = not tested or not shown.

SMILES	FLuc inh counter	bIAP activator	FLuc stim CS	PMI act	APP 5'UTR act	TNAP act hi DEA	NF-kB neuron act	TNAP inh no acc	PMI act satM6P	TNAP inh hi DEA
CCOC(=O)c1c(C2COc3ccccc3O2)csc1N (stereo not given)	0	0.7	1	0.8	-1	1	0.92	2	0.8	2
Cc1ccc(OCC(=O)c2cc(C)n(-c3ccccc3)c2C)c([N+](=O)[O-])n1	18	1.1	0.8	0.8	-29	0.9	0.97	-2	0.8	6
CCCn1c(=O)c2ccccc2n2c(SCc3nc4ccccc4s3)nnc12	12	0.9	0.9	1.2	86	1	1.6	-12	1.1	-5
CCc1ccc(OCC(=O)Nc2ccc(S(=O)(=O)N3CCCC3)cc2)c(Br)c1	-6	0.9	1.1	0.9	-8	1	1.1	-9	1	-4
CSC1=NCCN1C(=O)c1c(F)cccc1Cl	-3	0.9	1	1	-1	1	1.5	-3	1	-2
CC(C)(C)OC(=O)NCCc1nnc(SCC(=O)c2ccc(Cl)cc2)o1	-4	1	1	1	-4	1	1.1	-9	1	-4
Cn1c(CNc2ccc(Cl)cc2)nnc1SCC#N	-7	1.1	1.1	1	16	1	1	-5	1	-4
O=C(Cn1cnc2c(cnn2-c2ccc(Cl)cc2)c1=O)NC1CCCCC1	-8	0.9	1.1	0.9	0	1.1	1.1	-8	0.9	-7
O=C(Cc1ccc(F)cc1)N/N=C/c1ccc2c(c1)OCO2	10	1.1	0.9	1	43	1	1.4	-4	1	0
CCCn1cc(CN2CCN(Cc3ccc(C)o3)C(CCO)C2)c(C)n1 (stereo not given)	-6	1	1.1	1.1	14	1.1	x	-13	1.1	-8
Cc1ccc(Nc2nnc(SC3CCOC3=O)s2)c(C)c1 (stereo not given)	-3	1	1	1	0	1	1.4	14	1	-1
CCCNc1nc(NCC)nc(OC)n1	-1	1	1	0.8	-6	1	0.96	-7	0.9	-4
COc1ccc(N2C(=O)CC(Sc3nc(C)c4c(n3)CCCC4)C2=O)cc1 (stereo not given)	-7	1	1.1	0.9	0	1	1.4	-8	0.9	-3
CCn1c(=S)[nH]c2scc(-c3cccs3)c2c1=O	-6	0.9	1.1	1.1	-15	1	1.1	-8	1	-4
CCCCNC(=O)COC(=O)c1cc(C)nc2ccccc12	-4	0.9	1	1	2	1	1	-10	1	2
Cc1cc(C(F)(F)F)nn1CCCNC(=O)c1cnccn1	-6	0.9	1.1	0.9	-4	1	0.96	-4	1	0
CC1=NN(Cc2ccccc2)C(=O)C1C(c1ccc(Cl)cc1)C(C#N)C#N (stereo not given)	-6	0.9	1.1	1.1	x	1	0.92	-4	1.2	0
CCOc1cc(CC(=O)N[C@@H](CC(C)C)c2ccccc2N2CCCCC2)ccc1C(=O)O	-3	1	1	0.9	x	1.1	x	-16	1.1	-9
COc1ccccc1Cc1nc(-c2ccncc2)no1	-5	0.9	1	1	17	1	1.2	-2	1.1	-4
CCOC(=O)c1c(O)c2c(n(Cc3ccco3)c1=O)CCCC2	-4	1	1	1	16	1.1	0.91	-12	1	-7
CCCOc1cc(N(CC)CC)ccc1/C=C(/C#N)c1nc2ccc(C)cc2[nH]1	-5	0.5	1	1.1	7	0.7	1.2	40	0.9	29
Cc1cccc(OCC(=O)Nc2ccc(N3CCN(S(C)(=O)=O)CC3)cc2)c1	-4	1	1	1	-2	1	1.3	-11	0.9	-3
CC(=O)c1ccccc1NC(=O)Cn1c(=O)cnc2ccccc21	-4	0.9	1	1	4	1	0.86	-8	1	-4
O=C(NC(=S)Nc1ccc(Cl)cn1)c1cccs1	68*	0.9	0.3	1	186*	1	4*	8	1.1	-2
CCOC(=O)N/N=C/c1ccc(N2CCOCC2)s1	5	0.6	0.9	0.9	14	1	1.5	-30	1	0
COC(=O)C(C)Oc1ccc(=O)[nH]n1 (stereo not given)	-4	1	1	1	8	1.1	0.91	-19	1.1	-7
CN(C)C(=N)c1n[nH]nc1SCc1ccccc1	-3	1.2	1	1.1	1	1	1.2	0	1.1	-3
Cc1ccc(C)c(S(=O)(=O)Nc2ccccc2C(=O)Nc2ccccc2N2CCOCC2)c1	-5	1	1	0.8	2	1	0.8	-7	0.9	-1
O=C(c1ccc(CNS(=O)(=O)c2ccc(Br)cc2)cc1)N1CCCC1	0	0.9	1	0.9	15	1	0.88	-6	1	-1
CC(C)c1cc(NC(=O)C(C)(C)C)cc(C(C)C)c1O	-3	1	1	0.8	-12	1	1.5	-9	0.9	-3
COc1ccc(S(=O)(=O)NCC(=O)N(CC(=O)NCC2CCCO2)c2cc(C)ccc2C)cc1 (stereo not given)	-6	1.1	1.1	1	-10	1.1	1.2	-11	1	-8
CCn1nnc(NC(=O)c2sc3ccccc3c2Cl)n1	67*	1.1	0.3	1	67	1	2.5	-11	1	-1
CN(C)S(=O)(=O)c1cc(NC2CC(=O)N(c3ccc(F)cc3)C2=O)ccc1Cl (stereo not given)	-3	1	1	1	-8	1	1.1	-8	1	-2
COCCCn1nnnc1SCC(=O)N1CCCC1	-8	1	1.1	1	8	1	1	-13	1	-4
O=C(c1cc2ccccc2o1)N1CCCC1	-1	1	1	0.9	10	1	1.3	-9	1	-4
C=CCc1cccc(CNc2nc3ccccc3n2C(C)C)c1O	-6	0.8	1.1	0.9	-5	1.1	0.58	-10	0.9	-6
COC(=O)c1ccc(COC(=O)c2ccc(S(=O)(=O)N3CCC(C)CC3)cc2)o1	-5	0.9	1.1	1	-18	1	1.1	-34	1.1	-2
CC(C)c1[nH]nc2c1C(c1cccnc1)C(C#N)=C(N)O2 (stereo not given)	-3	0.9	1	1.2	-16	1.1	1.1	-8	1	-6
Cc1nc(CN(C)Cc2nc(Cc3cccc(F)c3)no2)cs1	-3	1	1	0.9	2	1.1	1.1	-11	1	-9
Cc1nn(CC(=O)Nc2ccc(C(C)C)cc2)c(C)c1[N+](=O)[O-]	0	1	1	1	1	1	1.6	-2	0.9	-1
Cc1ccc(N=C(N(C)C)P(=O)(N(C)C)N(C)C)c(C)c1	-8	1.1	1.1	1.2	2	1.1	1.2	-26	1.1	-6
COc1ccc(Cl)cc1N(CC(=O)Nc1ccc2c(c1)OCCO2)S(C)(=O)=O	-6	1.1	1.1	1	-2	1	1.2	-10	1	-4
Cc1cccc(C)c1Nc1nnc(SCC(=O)NCc2cccs2)s1	-5	0.9	1.1	1.1	11	1	1.1	-25	1	-3
NC(=O)CSc1oc(-c2cccs2)nc1S(=O)(=O)c1ccccc1	-3	1	1	0.9	4	1	1.3	-12	1	-3
CC(C)NC(=O)C1CC(=O)N(c2ccc(F)c(Cl)c2)C1 (stereo not given)	-7	1	1.1	0.9	x	1.1	0.89	-10	1	-5

Random excerpt: 4 entries already listed, in no set order.
SMILES	FLuc inh counter	bIAP activator	FLuc stim CS	PMI act	APP 5'UTR act	TNAP act hi DEA	NF-kB neuron act	TNAP inh no acc	PMI act satM6P	TNAP inh hi DEA
Cc1cccc(C)c1Nc1nnc(SCC(=O)NCc2cccs2)s1	-5	0.9	1.1	1.1	11	1	1.1	-25	1	-3
COc1ccc(Cl)cc1N(CC(=O)Nc1ccc2c(c1)OCCO2)S(C)(=O)=O	-6	1.1	1.1	1	-2	1	1.2	-10	1	-4
CCn1nnc(NC(=O)c2sc3ccccc3c2Cl)n1	67*	1.1	0.3	1	67	1	2.5	-11	1	-1
O=C(c1cc2ccccc2o1)N1CCCC1	-1	1	1	0.9	10	1	1.3	-9	1	-4

(list continues)
SMILES	FLuc inh counter	bIAP activator	FLuc stim CS	PMI act	APP 5'UTR act	TNAP act hi DEA	NF-kB neuron act	TNAP inh no acc	PMI act satM6P	TNAP inh hi DEA
CC1(CCc2ccc(O)cc2)NC(=O)NC1=O (stereo not given)	-2	1.1	1	0.9	-3	1	1.8	-1	0.9	-2
COc1cc2c(cc1OC)CN(C(=S)Nc1ccccc1Cl)CC2	-5	1	1.1	1	0	1	0.9	-13	1	-3
CC1SC(=NC(=O)c2ccco2)NC1=O (stereo not given)	-10	1	1.1	1	-11	1.1	1.3	-11	0.8	-6
CCOC(=O)C1(CCCc2ccccc2)CCN(C(=O)CCCn2cncn2)CC1	-6	1	1.1	1	-8	1	1.2	-7	1	-4
CCN(CC)S(=O)(=O)c1ccc(N2CCCC2)c(C(=O)OCC(=O)/C(C#N)=C(\C)N)c1	-3	1	1	0.9	1	1.1	0.63	-10	0.9	-6
N#Cc1cc2c(nc1SCc1ccccc1)CCCC2	-9	1.4	1.1	1	23	1.1	1.4	-9	0.9	-6
CCCNC(=O)Cn1cnc2sc(C(=O)N3CCN(c4ccc(F)cc4)CC3)c(C)c2c1=O	-3	1	1	1	x	1	1	-13	1	-4
COc1ccc(CCNC(=O)c2sc3ccccc3c2Cl)cc1OC	-3	0.9	1	0.9	2	1	1.2	1	1.1	3
CC(=O)OCCN(CCOC(C)=O)c1c(C)[nH]c(=O)[nH]c1=O	-6	0.9	1.1	1	8	1	0.86	-10	1	-1
COc1cc(Nc2nnc(C)s2)c(Cl)cc1Cl	0	1	1	0.9	2	1	1.3	-5	0.9	-4
COC(=O)COc1cc(OCC(=O)OC)c2c(C)c(Cl)c(=O)oc2c1	-4	1.1	1	1.1	-15	1.1	1.2	-12	1	-5
Cc1cc(Nc2cccc([N+](=O)[O-])c2)n2c(nc3ccccc32)c1C#N	-4	0.9	1	0.9	-9	1	1	-8	0.9	2
CCC(CC)C(=O)N1CCN(c2cccc(C)c2C)CC1	-3	1.1	1	1	-14	1.1	1	-11	1	-6
COc1ccc(NC(=O)Nc2ccc(OC)c(OC)c2)c([N+](=O)[O-])c1	-6	1	1.1	0.9	9	1	1.2	-8	0.9	4
O=C(CSc1nnc2scc(-c3ccccc3)n12)NCC1CCCO1 (stereo not given)	-4	0.9	1	1	16	1	1.2	-12	1	-4
COc1c2c(nc3occc13)C(CC=C(C)C)(OC)C(=O)C=C2 (stereo not given)	-1	1.2	1	x	20	1.1	1.4	-11	x	-10
O=c1[nH]c2cc3c(cc2cc1CN(CCN1CCOCC1)C(=S)NCC1CCCO1)OCO3 (stereo not given)	-9	1	1.1	1	14	1	1.2	-3	1	-4
O=C(CN1CCN(S(=O)(=O)c2ccc(Br)cc2)CC1)Nc1ccc(F)cc1	-7	1	1.1	1	-8	1.1	1.2	-1	1.1	-5
COc1cc(OC)c(C(=O)Nc2ccccc2-c2ccccc2)cc1OC	-2	0.9	1	0.8	-24	1	0.58	-5	0.9	-2
N#CCC(=O)Nc1ccc(C(=O)OCC(=O)c2ccc3c(c2)OCCO3)cc1	35	1.1	0.6	1.1	112	1	4.6*	-6	1	3
CC(c1ccco1)N(C(=O)c1ccccc1F)c1ccccn1 (stereo not given)	-10	1.1	1.1	1.1	13	1.1	1	-13	1.1	-5

3 compounds out of the list, arranged by count of non-hydrogen atoms, falling.
SMILES	FLuc inh counter	bIAP activator	FLuc stim CS	PMI act	APP 5'UTR act	TNAP act hi DEA	NF-kB neuron act	TNAP inh no acc	PMI act satM6P	TNAP inh hi DEA
O=c1[nH]c2cc3c(cc2cc1CN(CCN1CCOCC1)C(=S)NCC1CCCO1)OCO3 (stereo not given)	-9	1	1.1	1	14	1	1.2	-3	1	-4
COc1cc(OC)c(C(=O)Nc2ccccc2-c2ccccc2)cc1OC	-2	0.9	1	0.8	-24	1	0.58	-5	0.9	-2
COc1c2c(nc3occc13)C(CC=C(C)C)(OC)C(=O)C=C2 (stereo not given)	-1	1.2	1	x	20	1.1	1.4	-11	x	-10
